SNCA viab count – counter-screen for SNCA expression inhibitors: cell viability; HEK-293-SNCA-luc viability, GF-AFC fluorescence, 24 h; Potency, µM (top dose mostly 57.1 µM), for the others: at the highest dose activity change, negative = cytotoxicity, most hits filed as cytotoxic; hit rate 0.12% among 150,000; AID 1671193;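 also: potency is read from the fitted curve at half-maximal effect; 0% = DMSO-treated cells and -100% = medium-only wells without cells; nearly all actives have a fitted effect of over 30% in size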
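Cytotoxicity counterscreen: after 24 h compound treatment of genome-edited SNCA-luciferase HEK-293 cells, live-cell protease substrate GF-AFC read by fluorescence after 30 min; activity scaled between DMSO (0%) and medium-only (-100%), curves Hill-fitted.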
3T3 cytotox – kills NIH 3T3 cells | NIH 3T3 viability, CellTiter-Glo ATP luminescence, 48-72 h | Potency, µM (series often up to 96.7 µM), for inactives: at the top dose activity change, negative = cytotoxicity, usual class: inhibitors | hit rate 4.3% among 94,000 | AID 1345082; also: potency is read from the fitted curve at half-maximal effect; nearly all actives have a fitted effect of over 55% in size
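Luminescent ATP readout (CellTiter-Glo, 10 min RT) after 48 or 72 hr compound exposure of NIH 3T3 cells seeded at 400 cells/well in 1536-well format; quantitative HTS.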
HEK cytotox – HEK 293 cell cytotoxicity; HEK 293 viability, ATP luminescence (CellTiter-Glo), 48-72 h; Potency, µM (titrated, usually from 115 µM), for the others: at the top dose activity change, negative = cytotoxicity, actives largely listed as inhibitors; hit rate 6.6% among 94,000; AID 1345083; also: potency is read from the fitted curve at half-maximal effect; nearly all actives have a fitted effect of over 60% in size
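HEK 293 cells seeded at 250 cells/well were exposed to compound for 48 or 72 hr at 37 degree Celsius. Viability taken as ATP content by CellTiter-Glo luminescence.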
GPT2 inh – inhibitors of human GPT2 alanine aminotransferase. hit rate 0.25% among 100,000. Potency, µM (highest dose often 57.7 µM), for inactives: top-dose activity change, negative = inhibition, usual class: inhibitors. Recombinant GPT2, coupled pyruvate oxidase/HRP Amplex Red fluorescence. Q8TD30; also: potency is read from the fitted curve at half-maximal effect; nearly all actives have a fitted effect of over 60% in size; many of its hits are not listed in these tables
Target sequence (Q8TD30 whole entry, looked up): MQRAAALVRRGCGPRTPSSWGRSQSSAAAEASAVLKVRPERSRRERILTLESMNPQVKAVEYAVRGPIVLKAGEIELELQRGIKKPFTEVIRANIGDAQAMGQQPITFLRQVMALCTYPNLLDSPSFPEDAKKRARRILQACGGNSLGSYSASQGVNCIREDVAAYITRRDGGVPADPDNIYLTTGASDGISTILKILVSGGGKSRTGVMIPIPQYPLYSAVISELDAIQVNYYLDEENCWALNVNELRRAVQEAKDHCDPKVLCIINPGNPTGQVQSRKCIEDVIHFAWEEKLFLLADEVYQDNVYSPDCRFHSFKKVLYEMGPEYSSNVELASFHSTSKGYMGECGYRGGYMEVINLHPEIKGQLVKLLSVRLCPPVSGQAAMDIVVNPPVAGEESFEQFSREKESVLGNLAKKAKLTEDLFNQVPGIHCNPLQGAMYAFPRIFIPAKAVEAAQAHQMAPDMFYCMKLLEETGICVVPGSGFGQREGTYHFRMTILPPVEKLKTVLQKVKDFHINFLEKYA
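GPT2 10ng/uL, a-KG 250uM, L-Ala 2mM, HEPES pH7.5 + 0.0001% Tween; 30 min RT. Then Amplex mix (PO/HRP/ThPP), 30 min RT dark, fluorescence. AOA 50uM used as positive control.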
Luciferase inh – Photinus pyralis luciferase inhibition; P08659; purified P. pyralis luciferase, luminescence, biochemical; Potency, µM (highest dose often 115 µM), without a hit: top-dose activity change, negative = inhibition, most hits filed as inhibitors; hit rate 2.5% among 76,000; AID 1347043; also: potency is read from the fitted curve at half-maximal effect; nearly all actives have a fitted effect of over 65% in size
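Purified P. pyralis luciferase (10nM final) in 50mM Tris acetate pH 7.5, 10mM Mg acetate, 0.01% Tween-20, 0.05% BSA with 10uM D-luciferin and 10uM ATP. Compounds titrated qHTS. Luminescence imaged on CCD.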
SNCA expr inhib – inhibitors of alpha-synuclein (SNCA) gene expression. HEK-293 SNCA-luciferase knock-in, luminescence, 24 h. Potency, µM (doses to about 57.2 µM), inactives show at the top dose activity change, negative = inhibition, most hits filed as inhibitors. hit rate 0.17% among 140,000. AID 1671194;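 also: potency is read from the fitted curve at half-maximal effect; plate controls were DMSO cells for no effect and cell-free wells for full effect; nearly all actives have a fitted effect of over 45% in size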
IP6K1 inhibitor – IP6K1 kinase inhibition; hit rate 0.81% among 140,000; activity change, % (series mostly up to about 58 µM); Q92551; IP6K1 kinase, ADP-Glo luminescence, 2 h; stronger effect = lower value; in the data active = activity change below about -25%
Target sequence (Q92551 whole entry, looked up): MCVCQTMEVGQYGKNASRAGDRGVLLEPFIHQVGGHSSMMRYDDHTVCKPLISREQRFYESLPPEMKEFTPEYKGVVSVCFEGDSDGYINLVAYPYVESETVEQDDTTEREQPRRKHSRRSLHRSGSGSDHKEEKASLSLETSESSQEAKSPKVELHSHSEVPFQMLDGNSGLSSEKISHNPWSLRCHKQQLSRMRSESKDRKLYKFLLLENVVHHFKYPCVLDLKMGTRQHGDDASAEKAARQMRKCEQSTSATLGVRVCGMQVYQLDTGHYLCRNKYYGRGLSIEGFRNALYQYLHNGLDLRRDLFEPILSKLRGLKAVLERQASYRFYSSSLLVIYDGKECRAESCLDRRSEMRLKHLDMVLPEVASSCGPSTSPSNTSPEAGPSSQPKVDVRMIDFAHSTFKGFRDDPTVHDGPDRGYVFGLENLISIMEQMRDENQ
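ADP-Glo luminescence measures ADP made by human IP6K1 during a 2 h RT reaction with ATP/IP6 (mix at 1.3 mM/130 uM); top library doses 57.5 and 19.1 uM final.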
* hit, by the source's call; i = inactive; ? = inconclusive; / = no result given; & = joins results of further samples; ! = a repeat was not active; [ ] = dose if it differs, or a comment. Unless noted, calls follow the shape of the dose curve; as a rule, active = well fitted curve in the direction sought with a large enough effect; inconclusive = small, poorly fitted or top-dose-only effect, or another doubt; inactive = no such curve, though single readings can be large; an effect the other way counts as inactive or inconclusive. Unless noted, % is scaled to controls: 0 for no effect and ±100 for the full control effect. An excerpt (hit frequency here may not be typical).

SMILES	SNCA viab count	3T3 cytotox	HEK cytotox	GPT2 inh	Luciferase inh	SNCA expr inhib	IP6K1 inhibitor
O=C1NCCN(Cc2cccnc2)C1CC(=O)N(Cc1ccccc1)CC1CCC1 (stereo unspecified)	-15%	-21%	-4%	-3%	7%	-8%	10
C#CCN(C)C[C@@H]1C=C(C)[C@H](Cc2nnc(-c3ccccc3F)o2)C[C@H]1C(C)C	-26%[87.6 µM]	79µM*	79µM*	-7%[88.5 µM]	-14%[172 µM]	-37%[87.6 µM]	1
CCOC(=O)c1c(C)oc2nc(C)nc(NCCc3ccc(Cl)cc3)c12	-2%	/	/	/	/	7%	-6
Cc1ccc(C(=O)NC2CCN(c3cc(-c4ccccc4)[nH]n3)CC2)cc1F	3%	35µM*	?	-1%	-3%	1%	4
O=C(c1ccco1)N1C[C@@H]2C(CN(CC#Cc3ccccc3)C3CC3)[C@@H]2C1 (stereo partly specified)	-17%	?	?	0%	0%	-6%	15
CCc1ccc(-c2cn3c(n2)sc2cc(C(=O)NCCCc4ccccc4)ccc23)cc1	1%	/	/	/	/	62%[activator]	1
CNC(=O)c1cc(C2CC2)nc2onc(C3CCN(C(=O)C4CCCCC4)C3)c12 (stereo unspecified)	/	?	?	/	/	/	-2
CN(C)c1ccc(CN(CC2CCCO2)C(=O)COc2ccccc2Cl)cc1 (stereo unspecified)	-29%	/	/	/	/	-15%	-16
O=C(c1ccc2c(c1)OCO2)N1C[C@@H](CO)[C@H](c2ccccn2)C1	-16%	1%	i	-7%	1%	-7%	3
COc1ccc(CNC(=O)Cn2ccc3cc(S(=O)(=O)N4CCCCCC4)ccc32)c(OC)c1	-17%	/	/	/	/	?	13
CS(=O)(=O)N1CCCCCCNC(=O)[C@@H]2CCC[C@@H]21	-3%	i	0%	i	4%	0%	-7
COCC(=O)N1CCCC(c2nn(-c3cccc(Cl)c3)c(=O)[nH]2)C1 (stereo unspecified)	-5%	4%	-6%	i	4%	-3%	4
Cc1ccc(CNC(=O)CSc2nc3c(sc4ccccc43)c(=O)n2CCCOC(C)C)cc1	12%	/	/	/	/	1%	-6
CN(CC1CCOC1)C(=O)Nc1cc(F)c(F)c(F)c1 (stereo unspecified)	1%	i	-2%	-9%	9%	18%	9
COCCC(=O)N1CC2CC(C1)[C@H]1CCCC(=O)N1C2 (stereo partly specified)	10%	i	0%	i	-1%	-11%	1
Cc1ccc2c(c1)N1C(=O)OC[C@@H]1CCN(CC1CC1)C2	-3%[87.6 µM]	-5%[174 µM]	2%[230 µM]	2%[88.5 µM]	-2%[230 µM]	-4%[87.6 µM]	-6
CCOC(=O)[C@H]1[C@@H](O)C(=O)N(Cc2ccccc2)C12CCN(C(=O)C(C)C)CC2	/	?	i	/	/	/	0
CCc1nc(-c2c3n(c(=O)n(Cc4ccccc4OC)c2=O)CCCCC3)no1	-16%	?	-13%	i	-7%	1%	11
Cc1c(C)n(Cc2ccccc2)c2ccc(C(=O)NCC(C)c3ccccc3)cc12 (stereo unspecified)	0%	/	/	/	/	3%	1
O=C(CCC[C@@H]1[C@H]2CCCN3CCC[C@@H](CN1C(=O)c1cccnc1)[C@@H]23)NCCN1CCCCC1	-6%	i	19%	-6%	6%	44%[activator]	-4
O=S(=O)(c1ccccc1)N1CCN(c2cc(C3CC(O)C3)ncn2)CC1 (stereo unspecified)	-4%&-2%	?	40µM*!	-11%	-4%&10%	-14%&4%	11&2
O=C(NCc1ccc(Cl)cc1)c1ccnc2[nH]ccc12	0%[87.6 µM]	?	?	?	/	24%[87.6 µM]	4
COCCO[C@H]1C(=O)N(C2CCN(C(=O)c3ccc4cc[nH]c4c3)CC2)[C@H]1c1ccncc1	-7%	-9%	-4%	i	1%	-7%	29
C[C@]12C=C[C@@]3(CCC4[C@](C)(CO)CCC[C@@]4(C)C3CC1)C2 (stereo partly specified)	25%	/	/	4%	/	/	-11
CN1CCN(C(=O)c2cc3c(s2)CCN(C(=O)c2ccc(Cl)cc2)C3)CC1	17%	?	?	-8%	9%	-21%	-4
O=C(NCCc1ccccc1)c1ccc2nc(-c3cccnc3)oc2c1	10%	-22%	1%	-7%	/	16%	15
COc1ccc(Nc2c3c(nc4ccc(NC(=O)c5cc(Cl)ccc5OC)cc24)CCCC3)cc1OC	?	/	/	/	/	?	-1
O=S(=O)(c1ccc(-c2cnc(C3CC3)o2)cc1)N1CCN(c2ccc(F)cc2)CC1	-6%	/	/	/	/	-17%	8
Cn1ccnc1CNC[C@H]1Cn2c(-c3ccc(Cl)cc3)cnc2CO1	5%[87.6 µM]	?	-25%[172 µM]	-8%[88.5 µM]	-9%[172 µM]	-22%[87.6 µM]	17
COc1ccccc1C(=O)NCc1nc2cccnc2n1Cc1ccc(F)cc1	-17%	/	/	/	/	10%	8
COc1cccc2c1cc1c(=O)n(CC(=O)N3CCCCC3)nc(C)n12	?	/	/	/	/	-15%	-20
CSc1ccc(CCNC(=O)c2cc3cc4cc(C)ccc4nc3s2)cc1	7%	/	/	/	/	44%[activator]	25
Cc1nc(C)c(C(=O)N2CCCC(N(C)C)CC2)s1 (stereo unspecified)	-1%	i	-33%	i	-32%	20%	7
Cc1nc(CC(=O)N2CC[C@@H]3[C@@H](CCC(=O)N3CCN)C2)c(C)s1	1%	4%	4%	i	-2%	10%	0
O=C(NCC1CCN(c2cc(-c3ccc(Cl)cc3)[nH]n2)CC1)c1ccc[nH]1	-7%	22µM*	?	-21%	-28%	-11%	0
COCC(=O)N(C)Cc1cccn1C	-6%[87.6 µM]	-25%[174 µM]	-2%[230 µM]	i	-10%[230 µM]	5%[87.6 µM]	-7
COc1cccc2ccc(-c3c(-c4ccccc4)ncn3CCNC(C)=O)nc12	1%	1%	i	i	9%	23%	2
COC(=O)C1=CO[C@@H](O[C@@H]2O[C@H](COC(=O)/C=C/c3cc(OC)c(O)c(OC)c3)[C@@H](O)[C@H](O)[C@H]2O)[C@@H]2C(CO)=CC[C@H]12	-2%[23.9 µM]	/	/	i	/	/	0
Cn1ccnc1C(=O)N1CCC(C2CCN(S(C)(=O)=O)CC2)C1 (stereo unspecified)	1%[12.5 µM]	-7%	3%	i	-6%	-6%	1
CCCCc1nn2c(=O)cc(COC(=O)CNC(=O)c3ccccc3C)nc2s1	17%	/	/	/	/	-12%	-12
Cc1ccc(Cl)cc1N1CCN(C(=O)Cn2cnc3sc(C)c(S(=O)(=O)N4CCC(C)CC4)c3c2=O)CC1	-1%	/	/	/	/	-12%	16
COc1cccc(-c2nc3cnccn3c2NCCC(=O)Nc2cccc(Cl)c2)c1	?	?	?	-21%	0%	-1%	2
O=C(O)CCC(=O)N1CCC(N(Cc2cccnc2)C2CCOCC2)CC1	7%	i	4%	i	-1%	11%	2
COc1ccc(F)c(-c2nc(CN3CCN4C(=O)CNC(=O)C4C3)c(C)o2)c1 (stereo unspecified)	-2%	i	3%	?	-10%	-22%	-1
O=C(NCCc1ccccc1)N1CC(c2nc(CCOCC3CC3)no2)C1	-2%	1%	i	1%	-3%	33%	-2

Complete entries as entered above. Values in the order: SNCA viab count | 3T3 cytotox | HEK cytotox | GPT2 inh | Luciferase inh | SNCA expr inhib | IP6K1 inhibitor
Cn1ccnc1C(=O)N1CCC(C2CCN(S(C)(=O)=O)CC2)C1 (stereo unspecified) as listed: 1%[12.5 µM] | -7% | 3% | i | -6% | -6% | 1
COc1cccc2c1cc1c(=O)n(CC(=O)N3CCCCC3)nc(C)n12 as listed: ? | / | / | / | / | -15% | -20
CSc1ccc(CCNC(=O)c2cc3cc4cc(C)ccc4nc3s2)cc1 as listed: 7% | / | / | / | / | 44%[activator] | 25
COc1cccc(-c2nc3cnccn3c2NCCC(=O)Nc2cccc(Cl)c2)c1 as listed: ? | ? | ? | -21% | 0% | -1% | 2

The list continues:
SMILES	SNCA viab count	3T3 cytotox	HEK cytotox	GPT2 inh	Luciferase inh	SNCA expr inhib	IP6K1 inhibitor
O=C(NCc1ccccc1)c1ccc2c(c1)nc1n2CCCCC1	2%	/	/	/	/	-85%	7
Cc1nc(CN2C[C@H](C(=O)Nc3ccccc3)C[C@@H]2c2ccc(F)cc2)cs1	-13%[87.6 µM]	?	71µM*	-20%[88.5 µM]	4%[172 µM]	-14%[87.6 µM]	-4
COc1ccc([C@H]2C[C@@H](O)[C@@H](O)[C@@H]2NC(=O)c2cc3ccccc3s2)cc1	-15%[87.6 µM]	?	79µM*	1%[88.5 µM]	-8%[172 µM]	2%[87.6 µM]	22
COCC1CN(C2CCC2)CC12CCN(C(=O)CCc1ccccc1)CC2 (stereo unspecified)	-3%	?	32µM*	2%	7%	5%	-4
Cc1ccc(C)c(NC(=O)C2CCN(S(=O)(=O)c3c(C)noc3/C=C/c3cccs3)CC2)c1	-1%	/	/	/	/	6%	7
COc1ccc(OCC(=O)N2CCN(C(=O)c3ccc(OC)c(OC)c3)CC2)cc1	13%	/	/	/	/	?	13
COC(=O)c1cn([C@H]2CN[C@H](C(=O)N3CCC(O)(CO)CC3)C2)nn1	2%	i	3%	-1%	-2%	-23%	-6
Cc1ccc(NC(=O)Cc2coc3ccc(C(C)C)cc23)cc1Cl	0%	/	/	/	/	33%[activator]	-5
O=C(NCc1ccccc1-n1cncn1)C12CNCC1CNC2 (stereo unspecified)	-1%	-2%	2%	3%	-3%	-24%	-9
Cn1nc(C(=O)N2CCOCC(O)(CN3CCCC3)C2)ccc1=O (stereo unspecified)	3%	i	-5%	0%	0%	-20%	3
CCn1cc(-c2ccccc2)cc1C(=O)NC1CCCC1	-1%	-20%	-15%	1%	-6%	-4%	-7
CCC(=O)N(C1CCOCC1)C1CCN(Cc2cccc(Br)c2)CC1	7%	-17%	-28%	i	-1%	4%	-1
COCC(=O)N1CCCC2(Cc3ccccc3NC2=O)C1 (stereo unspecified)	5%[87.6 µM]	-9%[138 µM]	-19%[172 µM]	i	-4%[172 µM]	0%[87.6 µM]	12
O=[S+]([O-])(c1ccccc1)N1CCn2c(nnc2-c2ccncc2)C1	0%[87.6 µM]	-6%[138 µM]	0%[172 µM]	i	2%[172 µM]	21%[87.6 µM]	1
CNC(=O)c1noc([C@@H]2CC(F)(F)CN2C(=O)CCOC)n1	2%	-8%	-3%	-1%	-4%	-4%	6
CC1=C(C(=O)Nc2ccc(C)cc2C)C(CC(C)C)n2nc(SCc3ccccc3C)nc2N1 (stereo unspecified)	5%	/	/	/	/	3%	-5
CCCCC(=O)Nc1ccc2nc(SCC(=O)N3CCCC3)sc2c1	-1%	/	/	/	/	71%[activator]	9
O=c1cc(-c2ccccn2)oc2c(-c3cn[nH]c3)nccc12	-17%[87.6 µM]	11µM*	?	-8%[88.5 µM]	-9%[230 µM]	?	-7

Screening data deposited in PubChem by National Center for Advancing Translational Sciences (NCATS).
